High-throughput results from PubChem BioAssay.
Cneo AK release = causes C. neoformans cell lysis; adenylate kinase release luminescence, 4 h; normalised: neutral wells 0, clomiphene wells 100; lysis activity, % at 15 µM; 360,000 tested, 0.2% active;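 active = mean lysis activity across replicates of at least 80%, whatever share of replicates individually reach that level; inactive = mean lysis activity below 80%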
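Signal: Adenylate kinase release luminescence | Assay system: Log-phase Cryptococcus neoformans yeast cells | Input: Cells at 5 × 10^6 per mL | Buffer or medium: Fresh YPD growth medium | Compound: Single dose | Schedule: Static 4 h at 37 °C with compound, 1 h detection | Controls: Clomiphene | Read-out: Luminescence rise reflecting yeast cell lysis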
ERAP1 HTS inh = ERAP1 (human) enzyme inhibition; Q9NZ08; recombinant ERAP1, Leu-AMC fluorescence, 60 min; inhibition, % at 10.7 µM; 340,000 tested, 0.15% active; AID 652197;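 active = mean replicate inhibition of at least 30%, or all replicates individually reaching that 30% level; inactive = mean below 30% and not every replicate reaching it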;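 also: 0% = neutral control wells and 100% = L-leucinethiol positive control wells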
Target sequence (Q9NZ08 whole entry, looked up): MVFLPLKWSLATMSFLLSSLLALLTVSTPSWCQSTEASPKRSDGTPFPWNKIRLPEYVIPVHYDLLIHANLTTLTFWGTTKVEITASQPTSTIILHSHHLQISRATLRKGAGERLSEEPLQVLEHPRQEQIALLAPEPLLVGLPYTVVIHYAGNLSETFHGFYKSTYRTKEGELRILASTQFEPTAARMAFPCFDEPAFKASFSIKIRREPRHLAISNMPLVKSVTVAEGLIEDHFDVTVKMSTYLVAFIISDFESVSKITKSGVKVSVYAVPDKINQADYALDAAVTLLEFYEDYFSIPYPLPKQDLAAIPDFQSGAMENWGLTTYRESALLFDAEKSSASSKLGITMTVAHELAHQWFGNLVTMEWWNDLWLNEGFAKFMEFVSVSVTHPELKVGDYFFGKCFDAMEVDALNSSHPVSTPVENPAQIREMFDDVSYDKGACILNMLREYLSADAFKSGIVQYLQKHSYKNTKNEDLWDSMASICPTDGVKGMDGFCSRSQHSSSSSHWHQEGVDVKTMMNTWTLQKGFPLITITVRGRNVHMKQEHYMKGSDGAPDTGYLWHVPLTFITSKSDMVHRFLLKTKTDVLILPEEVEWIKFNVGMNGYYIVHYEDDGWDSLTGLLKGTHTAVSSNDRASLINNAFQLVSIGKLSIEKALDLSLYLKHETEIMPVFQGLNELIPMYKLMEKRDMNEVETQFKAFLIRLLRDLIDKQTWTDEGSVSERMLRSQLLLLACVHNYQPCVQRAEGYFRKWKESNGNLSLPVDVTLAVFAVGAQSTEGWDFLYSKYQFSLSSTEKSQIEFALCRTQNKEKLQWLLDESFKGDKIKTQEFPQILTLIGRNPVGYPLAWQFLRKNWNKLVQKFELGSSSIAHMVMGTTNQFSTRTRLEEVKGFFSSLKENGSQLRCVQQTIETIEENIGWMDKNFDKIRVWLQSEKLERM
SIRT5 block = sirtuin-5 (human) deacylase inhibition; Q9NXA8; Purified SirT5, succinyl-peptide AMC, trypsin-coupled fluorescence; inhibition, % at 15 µM; 330,000 tested, 1.1% active; in the data active = inhibition above about 15%; inconclusive = no clear call, values can overlap the other calls
PGC1a acetyl inh = modulators of PGC1a acetylation | U2OS PGC1a acetylation, AlphaScreen anti-acetyl-lysine; with virally co-expressed GCN5 acetyltransferase | AID 651687 | 350,000 tested, 0.17% active | inhibition, % at 15.6 µM;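 active = every replicate shows inhibition of at least 40%; inconclusive = mean inhibition at least 40% but some replicate below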;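 also: 0% = neutral control wells and 100% = positive control wells; some results beyond the cut were filed as inactive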
C2C12 statin = suppression of simvastatin myotoxicity. rescue of ATP level, % at 7.49 µM. 330,000 tested, 0.78% active. C2C12 myotubes + simvastatin, ATP luminescence, 48 h; scaled: DMSO 0, geranylgeraniol control 100;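 active = mean ATP rescue above about 67%, or every replicate alone reaching that limit, limit read from the data, passing the limit was not always enough; inconclusive = no clear call, values can overlap the other calls; inactive = mean under the limit and some replicate under it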;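 also: myotubes were challenged with 10 µM simvastatin during compound exposure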
LGR2 inh = inhibitors of bursicon-induced Drosophila LGR2 receptor cAMP signaling | 380,000 tested, 0.35% active | inhibition, % at 9.99 µM | HEK293 LGR2, CRE-luciferase, bursicon-stimulated, 4 h;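 active = drop in luminescence signal, shown as inhibition above about 50% in the replicate tests, limit read from the data, passing the limit was not always enough; inconclusive = probably only some replicates passing the limit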;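 also: agonist challenge used bursicon conditioned medium at about half maximal strength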
S100A4 MyoIIA = inhibitors of human S100A4 binding to myosin IIA peptide. S100A4/TAMRA-MyoIIA peptide fluorescence polarization. inhibition, % at 10.7 µM. 360,000 tested, 0.14% active. P26447;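 active = mean inhibition of at least 70% across replicates, with every replicate also reaching that level; inconclusive = mean inhibition reaches 70% but some replicates fall short; inactive = mean inhibition below 70%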
Target sequence (P26447 whole entry, looked up): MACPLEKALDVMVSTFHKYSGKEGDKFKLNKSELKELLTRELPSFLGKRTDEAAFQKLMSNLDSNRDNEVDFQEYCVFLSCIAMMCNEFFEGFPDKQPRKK
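Test system – S100A4 monomer (human) · Compound – single-point compound testing · Schedule – 5 min incubation before reading · Probe or stimulus – TAMRA-labelled myosin IIA heavy-chain peptide probe, 5 nM · Benchmarks – neutral control DMSO, positive control TFP · Medium – Calcium-containing HEPES buffer, pH 7.2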
XiGFP reactiv = activators of X-chromosome reactivation in mouse fibroblasts | 360,000 tested, 0.055% active | AID 743238 | XiGFP mouse fibroblasts, % GFP-positive cells imaging, 3 d; cells co-treated with 5-aza-dC sensitizer; scaled so ellipticine positive control = 100% | activation, % at 7.58 µM;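 active = mean normalized replicate activation at least 10% and every replicate at or above 10%; inconclusive = only one of the two criteria met; inactive = mean below 10% and not all replicates reach 10%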;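 also: 0% = median of on-plate neutral control wells and 100% = ellipticine 6 µM median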
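System: 68-5-11 XiGFP fibroblast line; Timing: 3 days compound exposure; Compound dosing: one concentration, pinned; Benchmarks: positive control ellipticine, 6 µM final; Buffer or medium: DMEM containing 5-aza-dC.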
Starred values were filed as active, the others as inactive; ? = inconclusive; / = not tested or not shown; & = joins results of further samples. An excerpt; the hit share may differ from the screen's.

SMILES	Cneo AK release	ERAP1 HTS inh	SIRT5 block	PGC1a acetyl inh	C2C12 statin	LGR2 inh	S100A4 MyoIIA	XiGFP reactiv
COc1ccc(NC(=O)Nc2ccc3c(c2)C(=O)N([C@@H](C)CO)C[C@H](C)[C@@H](CN(C)S(=O)(=O)c2ccc(OC)cc2)OCCCC[C@H](C)O3)cc1	0	/	/	-7	/	12	/	0.1
COC(=O)Cc1cnc(NC(=O)CSc2nc(C(C)C)cc(=O)[nH]2)s1	-9	1	-3	/	9	-8	2	0.1
COc1ccc(NC(=O)Nc2ccc3c(c2)C(=O)N([C@@H](C)CO)C[C@H](C)[C@H](CN(C)S(=O)(=O)c2ccccc2)OCCCC[C@@H](C)O3)cc1	-12	1	8	-2	/	2	7	0.2
NS(=O)(=O)c1ccc(CCNC/C=C/c2ccccc2)cc1	1	-2	4	5	0	6	0	-0.1
NC(=O)N=Nc1c(O)[nH]c2ccc([N+](=O)[O-])cc12	1	2	0	1	15	3	0	0.0
CCOC(=O)c1c(/N=C/C2=C(O)CCCC2=O)sc2c1CCCC2	0	-3	-4	1	/	-32	-8	0.0
Cn1ncc2cc(NC(N)=S)ccc21	3	-1	-4	-1	-17	-9	2	0.1
COc1ccc(CCc2nc(-c3ccc(-n4cccc4)cc3)no2)cc1	-3	-4	-3	/	30	7	-1	0.2
Cc1onc(-c2ccccc2)c1-c1nnc(COC(=O)c2ccc(F)cc2)o1	5	0	-3	-5	-1	-14	3	0.0
COc1ccccc1N1CCN(S(=O)(=O)c2ccc(NC(C)=O)cc2)CC1	1	-1	-1	2	2	5	-8	0.0
CCN(CC)C(=O)C(Sc1nnnn1-c1ccc(O)cc1)c1ccccc1 (stereo unspecified)	3	-1	-5	/	4	4	-27	0.0
COc1cccc(-c2ccc3c(c2)[C@H]2[C@H](CCN2C(=O)NC2CCCCC2)[C@H](CO)N3C)c1	/	-2	-5	-9	/	50	56	0.1
CCCCNS(=O)(=O)c1ccc2nc(-c3cccnc3)cc(C(=O)NCC(OC)OC)c2c1	-2	-8	-2	5	-3	10	3	0.1
O=C(Nc1cccc(F)c1)N1CC(=O)N2[C@H](CO)[C@H](c3ccc(C#Cc4cccnc4)cc3)[C@@H]2C1	/	0	1	31	/	35	9	0.6
Cc1csc(NC(=O)c2c(-c3c(Cl)cccc3Cl)noc2C)n1	-23	/	/	10	-27	-3	/	/
S=C(Nc1ccc(Cl)cc1)N1CCN(Cc2ccccc2)CC1	2	10	-5	-5	-2	-8	0	0.3
C[C@@H]1CN([C@H](C)CO)C(=O)c2cc(NC(=O)c3ccncc3)ccc2O[C@H]1CN(C)S(=O)(=O)c1ccccc1	-4	-3	-2	-2	9	16	4	0.0
O=C(CN1CC(=O)Nc2ccccc21)NCCc1ccc(Cl)cc1Cl	/	-3	-3	9	3	19	-2	0.0
COc1ccccc1C(CNC(=O)c1cccc(S(=O)(=O)Nc2ccc(F)cc2)c1)N1CCCC1 (stereo unspecified)	-1	-2	-1	/	-10	-7	-4	0.2
C[C@H](CO)N1C[C@H](C)[C@H](CN(C)C(=O)Nc2cccc3ccccc23)Oc2c(NC(=O)c3nc4ccccc4s3)cccc2C1=O	-1	2	-1	-36	-23	3	0	-1.4
CC1(C(=O)NCc2cccs2)Cc2c(-c3ccc4c(c3)OCO4)ccnc2O1 (stereo unspecified)	-13	1	-14	-29	-40	1	-1	0.3
Cc1cc(=O)[nH]c2nnc(-c3ccc(Br)cc3)n12	-3	3	-2	6	62	-13	-1	0.0
Nc1[nH]c(C(=O)c2ccccc2)c(-c2ccccc2)c1C(=O)NCCc1c[nH]c2ccccc12	/	-1	-2	/	/	-5	0	0.1
CC(=O)NC[C@@H]1[C@H](c2ccc(-c3ccccc3)cc2)[C@H](CO)N1C(=O)C1CCC1	6	-1	9	3	14	-18	13	0.0
COc1cccc(C(=O)N2C[C@@H]3[C@H](c4ccccc42)[C@H](CO)N3C(=O)c2ccccc2)c1	1	3	4	-12	-23	-4	-3	0.3

Filtered by structure, those above containing a thiophene ring, fused or not (two)
SMILES	Cneo AK release	ERAP1 HTS inh	SIRT5 block	PGC1a acetyl inh	C2C12 statin	LGR2 inh	S100A4 MyoIIA	XiGFP reactiv
CCOC(=O)c1c(/N=C/C2=C(O)CCCC2=O)sc2c1CCCC2	0	-3	-4	1	/	-32	-8	0.0
CC1(C(=O)NCc2cccs2)Cc2c(-c3ccc4c(c3)OCO4)ccnc2O1 (stereo unspecified)	-13	1	-14	-29	-40	1	-1	0.3

Continued:
SMILES	Cneo AK release	ERAP1 HTS inh	SIRT5 block	PGC1a acetyl inh	C2C12 statin	LGR2 inh	S100A4 MyoIIA	XiGFP reactiv
CC(CCc1ccccc1)NS(=O)(=O)c1ccccc1F (stereo unspecified)	-5	1	-5	-8	-47	4	-2	0.3
Cc1sc(NC(=O)c2ccc(OCC(C)C)cc2)c(C(N)=O)c1-c1ccc(Cl)cc1Cl	1	/	/	7	-24	18	/	/
Fc1ccc(N2CCN(c3ncnc4nc[nH]c34)CC2)cc1	-2	2	-4	20	/	-9	-29	0.0
O=C(COc1ncnc2sccc12)Nc1ccc(F)cc1F	/	1	-6	/	/	/	-5	0.0
CC1=NN(c2ccc(Cl)c(C(=O)O)c2)C(=O)/C1=C/c1ccc(-c2ccccc2[N+](=O)[O-])o1	-1	-10	1	7	-7	11	11	0.4
CCc1nc2ccccc2n1CC(=O)N(C(C)CC)C1CCS(=O)(=O)C1 (stereo unspecified)	2	/	/	-3	18	13	/	/
Cc1nc2ccccc2c(=O)n1CCc1ccccc1	0	-1	-3	3	4	5	2	-0.1
CCn1c(O)c(N=NC(=O)C(O)c2ccccc2)c2ccccc21 (stereo unspecified)	0	/	-38	18	/	22	-3	0.0
Cc1cc2cc(CCNC(=O)CCCc3ccccc3)c(=O)[nH]c2cc1C	-1	-2	-2	4	2	-4	1	0.1
NC(Cc1ccc2nsnc2c1)C(=O)O (stereo unspecified)	-1	-2	-4	-17	12	6	-1	/
Cc1ccc(N2CCN(CC(O)COc3ccccc3)CC2)cc1 (stereo unspecified)	1	5	2	-5	21	14	0	0.7
Oc1ccc(/C=N/n2c(-c3ccccc3)n[nH]c2=S)cc1	1	-2	3	2	24	7	4	0.1
CCOC(=O)C1CCCN(C(=O)c2cc(S(=O)(=O)N3CCCCC3)ccc2C)C1 (stereo unspecified)	1	0	0	4	19	-3	-6	0.0
O=C(Cn1ccc([N+](=O)[O-])n1)Nc1nc2ccccc2s1	/	1	-6	10	19	9	-3	0.1
Cc1ccc(C(=O)N2CCCC(C(F)(F)F)C2)cc1S(=O)(=O)N1CCCCC1 (stereo unspecified)	2	-3	-1	/	-1	2	2	0.1
CCN(CC)S(=O)(=O)c1ccc(OC)c(NC(=S)Nc2ccc(C)c(C)c2)c1	/	-1	-2	/	/	-19	-3	0.0
Cc1ccc(O)c(CNc2cccc3cccnc23)c1	/	2	-1	-5	/	13	4	0.1
C/C=C/c1ccc([C@H]2[C@H](CO)N3C(=O)CN(S(=O)(=O)c4ccccc4)C[C@@H]23)cc1	/	0	-1	0	/	-3	33	0.1
C[N+]12CCCCC1C(COC(=O)c1ccc3c(c1)OCO3)CCC2 (stereo unspecified)	-1&-1	31*	0	-36	8	6	-1&-8	/
CN(C)CCNC(=O)c1csc(Nc2cccc3ccccc23)n1	3	-1	0	4	-3	4	9	0.0
C[C@@H]1CN([C@H](C)CO)C(=O)c2cc(NS(=O)(=O)c3cccs3)ccc2O[C@@H]1CN(C)S(C)(=O)=O	-2	-1	-5	21	14	0	-38	0.1
O=C(COC(=O)c1ccncc1)Nc1cc(Cl)ccc1Cl	-10	-4	-4	0	-7	12	3	/
CC(=O)c1ccc(S(=O)(=O)N2CCN(CC#N)CC2)cc1	/	0	-6	3	-6	-2	5	0.0
C[C@@H]1CCCCO[C@@H](CN(C)C(=O)NC2CCCCC2)[C@H](C)CN([C@@H](C)CO)C(=O)c2cc(NC(=O)c3ccccc3)ccc2O1	-9	/	/	2	/	-2	/	0.1
S=C(NCc1ccco1)Nc1ccc(N2CCOCC2)cc1	-11	/	/	-4	/	-16	/	-0.1

Two records picked at random from those above:
SMILES	Cneo AK release	ERAP1 HTS inh	SIRT5 block	PGC1a acetyl inh	C2C12 statin	LGR2 inh	S100A4 MyoIIA	XiGFP reactiv
CCN(CC)S(=O)(=O)c1ccc(OC)c(NC(=S)Nc2ccc(C)c(C)c2)c1	/	-1	-2	/	/	-19	-3	0.0
O=C(COc1ncnc2sccc12)Nc1ccc(F)cc1F	/	1	-6	/	/	/	-5	0.0

Going on with the list.
SMILES	Cneo AK release	ERAP1 HTS inh	SIRT5 block	PGC1a acetyl inh	C2C12 statin	LGR2 inh	S100A4 MyoIIA	XiGFP reactiv
C[C@@H]1CN([C@@H](C)CO)C(=O)c2cc(NC(=O)CCC(F)(F)F)ccc2O[C@@H](C)CCCCO[C@@H]1CN(C)C(=O)c1ccncc1	2	/	/	-3	/	-3	/	0.0
Cc1ccc(C(=O)NC2CCC(C)CC2)o1 (stereo unspecified)	3	1	-4	/	-4	-28	17	0.0
Cc1ccc2nc(N3C(=O)C(O)=C(C(=O)c4ccco4)C3c3ccc(O)cc3)sc2c1 (stereo unspecified)	-1	-2	2	/	0	4	-1	0.2
COc1cc2c(cc1OC)C(c1cccc([N+](=O)[O-])c1)N(C(=O)c1ccccc1C(=O)O)CC2 (stereo unspecified)	-9	-7	-1	-3	-2	1	-2	0.1
O=C(c1ccccc1)C(O)c1ccccc1 (stereo unspecified)	1	1	/	8	-4	4	13	/
Cc1sc2ncnc(N3CCC(C(=O)NNC(=O)COc4ccc(Cl)cc4)CC3)c2c1C	0	-1	-2	?	4	13	-1	0.4
COc1cccc(/C=C2/Sc3ccc(C(=O)NCCN4CCCC4)cc3NC2=O)c1	-1	8	1	-12	7	-8	1	0.0
CCC(C)c1ccc(NC(=S)NCc2ccccc2OC)cc1 (stereo unspecified)	/	2	-3	/	/	33	8	0.0
Cn1ncn2c(=O)c3c(nc12)-c1ccccc1CC31CCCC1	/	/	-7	-8	-10	1	3	0.0
O=C(O)CCN1C(=O)/C(=C\c2cccc(OCc3ccccc3)c2)SC1=S	-1	3	-1	-3	-7	6	17	0.0
COc1nc(C)ccc1-c1noc(-c2ccccn2)n1	-9	4	0	/	-23	35	6	/
CN(CCCC(=O)NCCc1ccccc1)S(=O)(=O)c1ccc([N+](=O)[O-])cc1	-5	-5	2	-23	9	-4	3	0.1
C[C@@H]1CCCCO[C@H](CN(C)Cc2ccc(C(F)(F)F)cc2)[C@H](C)CN([C@@H](C)CO)C(=O)c2cc(NS(=O)(=O)c3cn(C)cn3)ccc2O1	-1	1	7	7	/	-6	-3	-0.4
O=C(C[C@H]1C[C@H](C(=O)N2CCOCC2)[C@@]2(CCC3CCCC3)c3[nH]c4ccc(Cl)cc4c3CCN2C1=O)NCC12CC3CC(CC(C3)C1)C2	4	/	-3	-5	7	-7	-6	0.1
Cc1noc(C)c1S(=O)(=O)N(C)C[C@@H]1OCCCC[C@@H](C)Oc2ccc(NC(=O)Nc3ccc(C(F)(F)F)cc3)cc2C(=O)N([C@@H](C)CO)C[C@@H]1C	0	-2	-2	10	/	22	-12	0.0
